Screening data: PubChem, National Center for Advancing Translational Sciences (NCATS)
L3MBTL1 inh – qHTS Assay for the Inhibitors of L3MBTL1. Lethal(3)malignant brain tumor-like protein 1 (Homo sapiens), Q9Y468. AlphaScreen L3MBTL1–H3K9me1 peptide binding. Potency, µM (highest dose often 57.1 µM), for the others: at the highest dose activity, negative = inhibition, most hits filed as inhibitors. hit rate 0.66% among 230,000. AID 485360, 2010; active = well fitted inhibition curve with a large enough effect; inconclusive = small, poorly fitted or top-dose-only effect; inactive = no such curve, though single readings can be large or run the other way; note: nearly all actives have a fitted effect of over 60% in size
Target sequence (Q9Y468 whole entry, looked up): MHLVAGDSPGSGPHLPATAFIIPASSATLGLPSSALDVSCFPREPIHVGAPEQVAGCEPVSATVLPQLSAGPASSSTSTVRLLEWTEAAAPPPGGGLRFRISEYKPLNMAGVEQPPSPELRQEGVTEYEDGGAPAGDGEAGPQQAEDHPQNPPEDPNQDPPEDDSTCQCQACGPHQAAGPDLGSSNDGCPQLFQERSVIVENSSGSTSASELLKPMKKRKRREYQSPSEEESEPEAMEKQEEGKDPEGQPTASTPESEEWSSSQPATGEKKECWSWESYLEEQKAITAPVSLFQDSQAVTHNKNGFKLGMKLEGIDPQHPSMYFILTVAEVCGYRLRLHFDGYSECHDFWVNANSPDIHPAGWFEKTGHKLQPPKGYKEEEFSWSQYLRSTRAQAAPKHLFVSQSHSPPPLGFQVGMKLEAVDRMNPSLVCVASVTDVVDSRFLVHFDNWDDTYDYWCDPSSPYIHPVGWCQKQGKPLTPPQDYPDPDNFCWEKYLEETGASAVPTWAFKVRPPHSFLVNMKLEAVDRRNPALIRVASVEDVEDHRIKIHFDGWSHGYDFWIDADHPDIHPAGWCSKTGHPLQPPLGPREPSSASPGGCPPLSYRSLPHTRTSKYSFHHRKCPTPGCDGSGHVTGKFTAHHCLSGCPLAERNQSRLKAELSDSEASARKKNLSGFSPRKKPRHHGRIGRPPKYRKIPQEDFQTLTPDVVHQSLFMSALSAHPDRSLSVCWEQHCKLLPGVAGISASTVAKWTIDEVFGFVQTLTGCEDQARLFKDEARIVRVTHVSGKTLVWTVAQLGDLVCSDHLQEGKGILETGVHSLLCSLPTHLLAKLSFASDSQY
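AlphaScreen proximity signal between nickel-chelate acceptor and streptavidin donor beads (final 10 ug/mL) reports binding of 50 nM L3MBTL1 to 75 nM biotin-H3 K9me1 peptide; complex incubated with compounds 30 min at room temperature; cefsulodin titration as control.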
Active calls of the source: *; u = inconclusive; [ ] = remark or other dose. % is set by controls: 0 for no effect and ±100 for the full control effect; potency is the fitted concentration of half-maximal effect. A portion of the library. The share of hits here may be higher or lower than overall.

SMILES	L3MBTL1 inh
O=C(C1CC1)N1N=C(c2cccc(Br)c2)CC1(O)C(F)(F)F (stereo not drawn)	3.8%
CC1CCCN(C(=O)c2ccc(NS(=O)(=O)c3cccc([N+](=O)[O-])c3)cc2)C1 (stereo not drawn)	9.2%
CN1C(=O)N(CC(=O)Nc2cccc(S(=O)(=O)N(C)c3ccccc3)c2)C(=O)C12CCCCC2	-11.8%
CC1CCCN(C(=O)Cn2nnc(-c3ccc([N+](=O)[O-])cc3)n2)C1 (stereo not drawn)	5.0%
Cn1c(SCc2cccc([N+](=O)[O-])c2)nc2ccccc2c1=O	-13.6%
CC(C)(C)OC(=O)NCCCCCNC(=O)c1[nH]cnc1C(=O)N[C@@H](Cc1ccccc1)C(=O)OC(C)(C)C	-4.7%
Cc1nc(SCC(=O)c2c(N)n(C3CC3)c(=O)[nH]c2=O)[nH]c(=O)c1CCO	6.2%
O=C(c1cc(-c2cccnc2)nc2ccccc12)N1CCN(S(=O)(=O)c2cccs2)CC1	1.3%
O=C(CC1CCCCC1)NCc1ccccc1	3.5%
CCn1c(C)nc2cc(C(=O)NN=C(C)c3ccc(C#N)cc3)ccc21	11.1%
Cc1ccc(S(=O)(=O)N2CCCCC2)cc1NC(=O)C1CCC1	3.6%
Cc1cc(NC(=O)C(C)SCC(=O)Nc2nnc(CC(C)C)s2)no1 (stereo not drawn)	3.7%
CC1CC(=O)Nc2ccccc2N1C(=O)CSc1nnnn1C(C)C (stereo not drawn)	5.0%
Cc1cc(C)c(NC(=O)CNC(=O)COC(=O)/C=C/c2cccs2)c(C)c1	2.3%
CCN(CC(=O)Nc1cc(Cl)ccc1C)C(=O)CCc1nc2ccccc2c(=O)[nH]1	3.8%
CC(=O)N1c2ccccc2[C@H](C)[C@H]1C	0.4%
CC1(c2ccc3c(c2)OCCO3)NC(=O)N(CC(=O)c2ccc[nH]2)C1=O (stereo not drawn)	-24.5%
c1ccc(NCc2cccc3ccccc23)nc1	25.5%
O=C(N/N=C/c1ccncc1)c1cccc(S(=O)(=O)N2CCCC2)c1	-13.0%
O=C(COC(=O)c1ccccc1O)NNC(=O)c1ccc(Br)cc1	-7.4%
CCOC(=O)c1sc(NC(=O)C2=COCCO2)c(C#N)c1C	-4.4%
CN(C)S(=O)(=O)c1ccc(Cl)c(C(=O)OCC(=O)c2ccco2)c1	-0.3%
CC(C)(C)OC(=O)NCCCC[C@H](NC(=O)c1nc[nH]c1C(=O)NCC(=O)OCc1ccccc1)C(=O)OC(C)(C)C	-3.4%
Cc1nnc(NC(=O)C2CSC3(C)CCC(=O)N23)s1 (stereo not drawn)	6.2%
Cc1cccc(NC(=O)C2CCN(S(C)(=O)=O)CC2)c1C	4.0%
CS(=O)(=O)N(CC(=O)N1CCCC1)c1ccccc1F	-0.9%
O=C(OCCc1cc2ccccc2c(=O)o1)c1ccc(C(F)(F)F)cc1	24.9%
CCCCCN(C(=O)CCC(=O)OCC(=O)N(C)C1CCCCC1)c1c(N)n(CCCC)c(=O)[nH]c1=O	12.7%
CC(=O)C1=C(c2ccccc2)NC(=O)NC1c1ccc(O)c(Cl)c1 (stereo not drawn)	7.1%
CC(C)N(Cc1c(O)ccc2c(=O)c(-c3ccc(Cl)cc3)coc12)C(C)C	-2.7%[2.29 µM]
COc1ccc(-n2c(C)cc(C(=O)COC(=O)c3ccc(O)cc3O)c2C)cc1	-14.5%
Cc1cccc(CNC(=O)C2CCCN(c3nn4c(=O)cc(C)nc4s3)C2)c1 (stereo not drawn)	-0.3%
CCCn1c(NC(=O)c2ccc([N+](=O)[O-])o2)nc2ccccc21	-19.3%
C[C@H](NC(=O)c1ccco1)C(=O)Nc1nnc(SCc2ccccc2)s1	-4.8%
COc1ccccc1NS(=O)(=O)c1cc(C(=O)N2CCCCCCC2)ccc1C	2.4%
O=C1CCCN1c1ccc(N2CCCC2=O)cc1	5.6%

Nothing new here: entries from further up.
SMILES	L3MBTL1 inh
c1ccc(NCc2cccc3ccccc23)nc1	25.5%
O=C(N/N=C/c1ccncc1)c1cccc(S(=O)(=O)N2CCCC2)c1	-13.0%

(cont.)
SMILES	L3MBTL1 inh
CC(NCC(=O)Nc1ccccc1C(=O)NC1CC1)c1ccccc1Cl (stereo not drawn)	5.1%
O=C(Cc1ccc(Cl)cc1)NC1CCCN(Cc2ccccc2F)C1 (stereo not drawn)	2.7%
CCc1noc(C)c1C(=O)NNC(=O)c1ccc(Br)cc1	3.1%
Cn1cncc1C#Cc1ccc2cc(CCCO)oc(=O)c2c1	-9.4%
COCc1c(C(=O)OCC(=O)NCc2ccco2)oc2ccccc12	-3.3%
O=C1COc2ccc(C(=O)CSc3nnc(Cc4ccccc4)o3)cc2N1	2.7%
C[N+](C)(C)CCNC(=O)c1cc[n+](Cc2ccccc2)c(/C=N/O)c1	2.8%
CCOc1cccc(CN2CCCC(CNC(=O)c3cccc(OC)c3OC)C2)c1 (stereo not drawn)	5.3%
O=C(COC(=O)c1ncc(Cl)c(Cl)c1Cl)NC(=O)c1ccccc1	8.3%
CC(NC(=O)CN(c1ccc(Br)cc1)S(C)(=O)=O)c1ccccc1 (stereo not drawn)	4.1%
C=CCC[C@H](Cc1ccc(F)cc1)C(=O)OC[C@@H](Cc1c[nH]c2ccccc12)NC(=O)[C@H](CC=C)CC(=O)N(CCO)Cc1ccccc1	-11.4%
O=C(Nc1ccc(NC(=O)c2ccc3c(c2)OCO3)cc1)c1cccc(Cl)c1	-10.6%
CCCCN1C(=O)c2ccc(C(=O)OCC(=O)N3CCN(c4ccccc4)CC3)cc2C1=O	1.2%
O=C(COc1ccc(Br)cc1F)Nc1nnc(C2CC2)s1	-1.1%
Cc1ccc(SCC(=O)OCC(=O)N(C)CC(=O)Nc2ccccc2Cl)cc1	-7.8%
CCC(C)Sc1ccc([C@H]2N[C@@](C)(C(=O)OC)[C@H]3C(=O)N(CC)C(=O)[C@@H]23)cc1 (stereo partly drawn)	1.7%
Cc1cc(OCC(=O)N2CCc3ccccc3C2)c(C)cc1Br	48.0%[activator]
Cc1csc(=O)n1CC(=O)OCC(=O)Nc1ccccc1C(C)C	1.0%
COc1cc(C(=O)OCC(=O)N2CCNC2=O)cc(Cl)c1OC	1.4%
CC1CCCCN1C(=O)c1cc(S(=O)(=O)N2CCCCC2)c[nH]1 (stereo not drawn)	3.8%
O=C(NCCc1cccs1)C(c1ccccc1)c1ccccc1	-1.4%
O=Cc1ccc(OCc2ccc3c(c2)OCO3)cc1	2.0%
CN(CC(=O)Nc1ccc(Cl)c(C(F)(F)F)c1)C(=O)CCc1nc2ccccc2c(=O)[nH]1	-0.7%
N#Cc1ccccc1NS(=O)(=O)c1cc2c3c(c1)CCN3C(=O)CC2	-0.4%
CC(Oc1cccc(Cl)c1)C(=O)Nc1nc(-c2ccccn2)cs1 (stereo not drawn)	-11.0%
Cc1ccc(NC(=O)C/C(N)=N/OC(=O)Nc2cccc(C)c2)cc1	-2.2%
O=C(COC(=O)CN1C(=O)COc2ccccc21)NC1CCCCC1	-10.0%
CCNC(=O)c1cc(S(=O)(=O)N2CCSCC2)ccc1OC	3.6%
CC(OC(=O)CCCN=C1NS(=O)(=O)c2ccccc21)C(=O)Nc1ccc(F)cc1Cl (stereo not drawn)	-4.6%
O=C(Cc1cccc(NC(=O)C2CCCN(C(=O)C3CCC3)C2)c1)Nc1cccc(C(=O)N2CCCC2)c1 (stereo not drawn)	5.0%
O=C1COc2ccc(C(=O)COC(=O)c3ccccc3F)cc2N1	3.1%
CN(C)C(=O)CCc1ccc2c3c([nH]c2c1)[C@]1(CCc2ccccc2)[C@@H](C(=O)N2CCCCC2)C[C@H](CC(=O)NCCc2ccccn2)C(=O)N1CC3	-3.6%
CSc1ncccc1C(=O)OCC(=O)NC12CC3CC(CC(C3)C1)C2	4.3%
C#CCOCCOCCOCCNc1nc(N2CCN(C(=O)[C@H](CCCCN)n3cc(CN)nn3)CC2)nc(N2CCN(C(=O)[C@H](CCC(=O)O)n3cc(CN)nn3)CC2)n1	0.9%
CC(C)(C)OC(=O)N1CCC(NC(=O)c2[nH]cnc2C(=O)Nc2ccccc2)CC1	-9.9%
CC(=O)Nc1ccc(NC(=O)c2cc([N+](=O)[O-])cc([N+](=O)[O-])c2)cc1	3.1%
O=C(NC1CCSc2ccccc21)c1cc([N+](=O)[O-])ccc1N1CCOCC1 (stereo not drawn)	-5.8%
COc1cccc(CNC(=O)COC(=O)c2cccc(S(=O)(=O)N3CCCC3)c2)c1	7.2%
N#CC[C@H](Cc1ccccc1)N1CC[C@@H](O)CCC1=O	-4.6%
COc1ccc(N=C2NC(=O)C(CO)(CO)S2)cc1	6.6%
Cc1nc(-c2ccc(Cl)cc2)sc1C1(C)CC(c2ccc(F)cc2)=NO1 (stereo not drawn)	-5.7%
Cc1ccc(NC(=O)CN(C)C(=O)COc2cccc3ccc(C)nc23)cc1	5.9%
CCCCNc1c(-c2ccc(-c3ccc(C(C)=O)cc3)c(OC)c2)nc2cc(C)ccn12	-17.7%
Cc1ccc2nc(-c3ccccc3)cc(C(=O)N3CC(C)OC(C)C3)c2c1 (stereo not drawn)	-3.0%
CCCn1c(N)c(N(CCOC)C(=O)c2cc3c(s2)CCC(CC)C3)c(=O)[nH]c1=O (stereo not drawn)	3.4%
CCOc1cc(Br)cc(/C=C2\SC(=Nc3ccccc3)NC2=O)c1O	-11.0%
O=C(c1ccc(Cl)c(S(=O)(=O)N2CCOCC2)c1)N1CCN(c2ccccn2)CC1	-1.0%
CC(C)C(=O)Nc1ccc(Oc2ccc3c(c2)C(=O)NC3=O)cc1	-2.3%

Quoted from the listing.
COc1ccc(N=C2NC(=O)C(CO)(CO)S2)cc1 – L3MBTL1 inh: 6.6%
Cc1nc(-c2ccc(Cl)cc2)sc1C1(C)CC(c2ccc(F)cc2)=NO1 (stereo not drawn) – L3MBTL1 inh: -5.7%

(next part)
SMILES	L3MBTL1 inh
O=C(CSCc1ccc(Cl)cc1Cl)Nc1ccc(O)cc1C(=O)O	3.7%[2.29 µM]
COc1ccc(C2(C)CC(C)(C)Nc3ccccc32)cc1 (stereo not drawn)	2.0%[2.29 µM]
O=C(NNC(=O)C1CCC1)c1cccc(Cl)c1	5.7%
CCCC[C@@H]1C=C(C(=O)O)[C@H](c2ccc(Br)cc2)N1S(=O)(=O)c1ccc(C)cc1	-3.6%
O=C(COC(=O)c1cccnc1Cl)Nc1cccc(S(=O)(=O)N2CCOCC2)c1	-0.4%
CC1(C(=O)N2CCN(c3ccc([N+](=O)[O-])cc3)CC2)CC1(Cl)Cl (stereo not drawn)	-3.1%
CN(CCCC(=O)NCc1ccccc1)S(=O)(=O)c1ccc([N+](=O)[O-])cc1	-5.6%
O=C(Nc1ccccc1C(=O)O)c1cc(S(=O)(=O)Nc2ccccc2)ccc1Cl	-6.7%[2.29 µM]
CCn1c(=O)c(C(=O)CN(C)CC(=O)Nc2ccccc2Br)c(N)n(Cc2ccccc2)c1=O	-4.4%
O=C1N=c2ccccc2=C1c1sc(Nc2cccc(O)c2)nc1O	0.4%
Nc1nc(COC(=O)CCC(=O)c2ccc(Cl)cc2)nc(Nc2ccccc2)n1	-10.7%
CN(C)S(=O)(=O)c1cccc(NC(=O)C2CCN(S(=O)(=O)c3cccs3)CC2)c1	4.7%

Among those listed so far, 3 have a CF3 group.
SMILES	L3MBTL1 inh
O=C(C1CC1)N1N=C(c2cccc(Br)c2)CC1(O)C(F)(F)F (stereo not drawn)	3.8%
O=C(OCCc1cc2ccccc2c(=O)o1)c1ccc(C(F)(F)F)cc1	24.9%
CN(CC(=O)Nc1ccc(Cl)c(C(F)(F)F)c1)C(=O)CCc1nc2ccccc2c(=O)[nH]1	-0.7%

Continued:
SMILES	L3MBTL1 inh
Cc1nc2ccc(NC(=O)c3cccc(S(=O)(=O)N4CCOCC4)c3)cc2s1	2.5%
COc1ccc(NC(C)=O)cc1NC(=O)C1CCN(C(=O)Nc2ccccc2)CC1	8.3%
Cc1ccc(Cc2nnc(SCC(=O)Nc3c(C)cccc3C)[nH]c2=O)cc1	u
O=C(OC1CCOC1=O)c1ccccc1C(=O)c1ccc(Cl)c([N+](=O)[O-])c1 (stereo not drawn)	-14.9%
COc1ccc(CNCCS(=O)(=O)NC2CCCC2)cc1	2.5%
CCOc1ccc(N(CC(=O)NCCSCc2ccccc2Cl)S(C)(=O)=O)cc1	-3.3%
Cc1nc(Cl)cc(N/N=C/c2ccccc2)n1	7.8%
O=C(CCN1C(=O)c2ccccc2S1(=O)=O)Nc1ccc(C(=O)O)cc1	11.3%
CCOC(=O)c1c(C)[nH]c(C(=O)OCC(=O)NCc2ccccc2)c1C	-2.6%
CN1CCN(c2ccc(NC(=O)c3cc(Cl)c4c(c3)OCCO4)cc2)CC1	-10.4%
COc1ccc(-c2csc(N(CCCN(C)C)C(=O)c3ccccc3F)n2)cc1	-4.8%
Cc1ccc(N=Nc2c(C)[nH]n(-c3ccccc3)c2=O)cc1Br	-5.3%
CCOCCCn1c(SCC(=O)N(C)C2CCS(=O)(=O)C2)nc2ccccc2c1=O (stereo not drawn)	4.4%
CN(CC(=O)Nc1cccc(F)c1)CC(=O)N(C)CC(=O)Nc1ccccc1Br	-3.2%
CN(C(=O)c1cc(C(=O)N(C)c2ccccc2)cc([N+](=O)[O-])c1)c1ccccc1	-3.5%[2.29 µM]

6 entries drawn at random from the list so far:
SMILES	L3MBTL1 inh
Cc1ccc(N=Nc2c(C)[nH]n(-c3ccccc3)c2=O)cc1Br	-5.3%
O=C(OC1CCOC1=O)c1ccccc1C(=O)c1ccc(Cl)c([N+](=O)[O-])c1 (stereo not drawn)	-14.9%
O=C(CCN1C(=O)c2ccccc2S1(=O)=O)Nc1ccc(C(=O)O)cc1	11.3%
CN(C(=O)c1cc(C(=O)N(C)c2ccccc2)cc([N+](=O)[O-])c1)c1ccccc1	-3.5%[2.29 µM]
COc1ccc(-c2csc(N(CCCN(C)C)C(=O)c3ccccc3F)n2)cc1	-4.8%
COc1ccc(CNCCS(=O)(=O)NC2CCCC2)cc1	2.5%
